mcGAS inh: inhibitors of mouse cGAS | recombinant cGAS, Kinase-Glo ATP depletion luminescence | inhibition, % at 12.5 µM | actives 0.15% (n = 160,000) | AID 1259399;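 further: 0% = negative control wells and 100% = reference inhibitor with no enzyme activity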
hcGAS lum: human cGAS inhibition; recombinant h-cGAS, ATP depletion, Kinase-Glo luminescence; inhibition, % at 12.5 µM; actives 0.081% (n = 290,000); AID 1259398;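 further: 0% = vehicle reaction and 100% = reaction without DNA for no activity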
Target sequence (Q8N884 whole entry, looked up): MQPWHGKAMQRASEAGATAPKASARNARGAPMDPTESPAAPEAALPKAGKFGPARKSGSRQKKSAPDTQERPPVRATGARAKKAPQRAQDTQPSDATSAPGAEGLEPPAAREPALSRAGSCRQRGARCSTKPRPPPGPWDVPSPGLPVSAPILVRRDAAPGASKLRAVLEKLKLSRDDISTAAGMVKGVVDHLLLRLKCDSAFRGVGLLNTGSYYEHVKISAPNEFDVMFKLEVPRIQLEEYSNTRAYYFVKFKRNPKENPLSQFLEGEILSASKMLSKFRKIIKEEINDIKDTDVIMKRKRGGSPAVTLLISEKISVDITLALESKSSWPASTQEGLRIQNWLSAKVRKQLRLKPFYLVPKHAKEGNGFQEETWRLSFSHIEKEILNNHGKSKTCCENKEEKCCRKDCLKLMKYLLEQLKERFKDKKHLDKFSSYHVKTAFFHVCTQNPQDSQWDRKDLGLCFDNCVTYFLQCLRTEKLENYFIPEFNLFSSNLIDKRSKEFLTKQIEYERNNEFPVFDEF
NPYLR7 ag: mosquito NPYLR7 agonism | HEK293T NPYLR7/Galpha15, GCaMP6s calcium fluorescence | activation, % at 10 µM | actives 0.15% (n = 270,000) | AID 1259423; in the data active means activation above about 40%;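 further: 0% = vehicle and 100% = reference agonist at the receptor; some compounds past the cut are filed as inactive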
* hit, by the source's call; nt = no result given; & = joins results of further samples. Unless noted, no stated cut-off is given here; in the data, active means inhibition above about 40%; inactive means the rest.

SMILES	mcGAS inh	hcGAS lum	NPYLR7 ag
O=C(NCCc1nc(-c2ccccn2)no1)c1cccc2ccnn12	nt	-1	3
O=C1/C(=C/c2cccc(Br)c2)Oc2c1ccc(O)c2CN1CCN(CCO)CC1	10	6	52*
CN(C)c1ccc(NC(=O)C2CC2)cc1CN(C(=O)c1ccco1)C1CCCCC1	-5	-6	21
CCOC(=O)NC(CNCc1ccnc(-c2ccccc2)n1)C1CC1 (stereo not drawn)	nt	-5	6
CC(Cn1ccnc1)NCc1noc(C2CCCC2)n1 (stereo not drawn)	-9	1	5
CCCCCN(C(=O)c1ccc(Cl)c(Cl)c1)C(CC)c1nc2ccccc2c(=O)n1-c1ccc(Br)cc1 (stereo not drawn)	-5	-2	nt
Cc1ccc(NC(=O)c2cnc3cc(C(=O)N(C)C)n(C)c3c2)cc1Cl	-3	-3	-5
COCC[C@]1(O)CCN(C(=O)c2cc3c(s2)CCCC3)C[C@H]1C	-6	-6	nt
CN1CC2(CCCN(c3ncccc3C(N)=O)CC2)OC1=O (stereo not drawn)	nt	-5	4
Cc1nc(CN2CCN(C(=O)C(NC(=O)CC(C)C)C(C)C)CC2)n[nH]1 (stereo not drawn)	nt	-12	3
CC1Sc2ccc(-c3ccco3)cc2N(Cc2ccc(Cl)cc2)C1=O (stereo not drawn)	nt	3	9
CN1CCC(=NNC(=O)c2ccccc2NS(=O)(=O)c2cccs2)CC1	nt	1	2
c1ccc(C(c2ccccc2)c2noc(CN3CCCN(Cc4cccs4)CC3)n2)cc1	-8	-5	8
O=C(NC12CC3CC(CC(C3)C1)C2)N1CCCN(c2nc(Cc3ccccc3)ns2)CC1	1	5	-5
COc1ccc(-c2nnc3n(C)c4c(=O)[nH]c(=O)n(C)c4n23)cc1	nt	-2	9
COc1ccc2cc(CNC(=O)NC(C)c3ccc(F)c(F)c3)ccc2c1 (stereo not drawn)	nt	-4	1
COCCN1C(=O)c2oc3ccccc3c(=O)c2C12C(=O)N(C)c1ccccc12 (stereo not drawn)	-4	-7	7
COc1ccc(-n2nc(C(C)C)c(CN(CC(O)c3ccccc3)C(C)C)c2Oc2ccccc2)cc1 (stereo not drawn)	-2	2	-2
CCOC(=O)c1cc(-c2cccc(NC(=O)c3ncoc3-c3ccc(OC)cc3)c2)n(-c2cccc(C)c2)n1	-8	-6	14
CCN(CC)C(=O)n1cnc(-c2ccccc2)c1-c1ccccc1	nt	-8	-10
CC(C)(O)CC(O)c1ccc(O)c2c(=O)c3c(O)c4c(cc3oc12)OC1OC=CC41O (stereo not drawn)	-6	-4	-3
CCN1CC(c2nc3ccccc3n2Cc2ccc(Cl)c(Cl)c2)CC1=O (stereo not drawn)	-8	-5	0
Cc1ccc2[nH]nc(C(=O)N3CCOC(CCCC(C)C)C3)c2c1 (stereo not drawn)	-22	-2	-1
CC(SC1=Nc2ccccc2C2CC=NN12)C(=O)Nc1ccccc1 (stereo not drawn)	nt	-11	-11
N#CC1C(=N)Oc2n[nH]c(-c3cccc([N+](=O)[O-])c3)c2C1c1ccccc1C(F)(F)F (stereo not drawn)	nt	-3	-5

Other records
SMILES	mcGAS inh	hcGAS lum	NPYLR7 ag
CCOC(=O)C1C(C)=NC2=C(C(=O)CC(C)(C)C2)C1c1ccco1 (stereo not drawn)	-4	-8&-10	20&-3
CCC(C)N(Cc1cccnc1)C(=O)CCSC (stereo not drawn)	nt	1	7
Cc1c(Cc2ccc3ccccc3n2)c2cc(F)ccc2n1CC(=O)O	-8	-10	30
C=c1occc1=C1NN=C(SCC(=O)c2cc(C)n(C)c2C)O1	nt	-2	30
Cc1nnc(-c2cccc(NC(=O)C3CCN(C(=O)c4ccnn4C)CC3)c2)s1	nt	-7	0
CCOc1ccc(S(=O)(=O)NCc2ccco2)cc1C(C)C	-4	-4	2
CCC(C(=O)Nc1ccc(-n2nc(OC)nc2-c2ccc(C)cc2)cc1)c1ccccc1 (stereo not drawn)	-8	-3	27
CCN1CCN(c2c(CN(CCCOC)C(=O)c3cccc([N+](=O)[O-])c3)c(C)nn2-c2ccccc2)CC1	-6	-8	1
Cc1ccc(COC2CCCNC2)cc1 (stereo not drawn)	nt	-1	17
Cc1ccc(S(=O)(=O)Nc2ccc(Nc3nc(C)cc(N4CCOCC4)n3)cc2)c(C)c1	nt	-9	9
Cc1c(C)n2c3c(=O)n(CCCc4ccccc4)c(=O)n(C)c3nc2n1CCCn1ccnc1	-10	-6	-5
Clc1ccc2oc(Nc3ccc4oc5ccccc5c4c3)nc2c1	nt	-8	1
Cc1[nH]cnc1-c1nccn1CCc1ccccc1Cl	-20	-3	0
Cc1nc(C)c(C(=O)N2CC[C@H](CO)[C@H](O)C2)s1	nt	-8	9
Cn1c(=NC(=O)C2=COCCO2)sc2cc(Cl)cc(Cl)c21	-2	8	0
O=C(CSc1nnc(NC(=O)C2C[C@H]2c2ccccc2)s1)c1ccc(F)c(F)c1 (stereo partly drawn)	-6	-9	38
CC1(C)C2CC(=O)O[C@@]3(C)C4=CC(=O)O[C@@H](c5ccoc5)[C@]4(C)CCC3[C@@]2(C)C=C[C@H]1O (stereo partly drawn)	-3	-2	nt
CC(=O)c1cccc(NC(=O)c2cncn2-c2ccccc2)c1	nt	-6	-2
CCOCc1ccccc1CNC(=O)N(C)Cc1cccc(F)c1	-13	-4	-3
Cc1cc(NC(=O)C(C)N(C)Cc2ccc(Cl)c(Cl)c2)on1 (stereo not drawn)	-7	-4&-5	11&1
O=C(CCCSc1ccc(Cl)cc1)Nc1ncnc2sccc12	1	4	-1
O=C(Cn1cnc2c(nnn2Cc2ccc(Cl)cc2)c1=O)c1ccc(Cl)cc1	nt	0	7
CCc1ccccc1NC(=O)N(CCOC)CC(=O)N(CCc1c[nH]c2ccccc12)Cc1ccc(C(F)(F)F)cc1	-5	-1	28
CN1CC(=O)N2CCN(Cc3ccc(C#CCO)s3)CC2C1=O (stereo not drawn)	-8	-3	-2
CCn1cc(CN(C)C(=O)c2ccc3cccc(F)c3n2)cn1	nt	-4	17

Molecules listed so far that have fluorine (seven):
SMILES	mcGAS inh	hcGAS lum	NPYLR7 ag
COc1ccc2cc(CNC(=O)NC(C)c3ccc(F)c(F)c3)ccc2c1 (stereo not drawn)	nt	-4	1
N#CC1C(=N)Oc2n[nH]c(-c3cccc([N+](=O)[O-])c3)c2C1c1ccccc1C(F)(F)F (stereo not drawn)	nt	-3	-5
Cc1c(Cc2ccc3ccccc3n2)c2cc(F)ccc2n1CC(=O)O	-8	-10	30
O=C(CSc1nnc(NC(=O)C2C[C@H]2c2ccccc2)s1)c1ccc(F)c(F)c1 (stereo partly drawn)	-6	-9	38
CCOCc1ccccc1CNC(=O)N(C)Cc1cccc(F)c1	-13	-4	-3
CCc1ccccc1NC(=O)N(CCOC)CC(=O)N(CCc1c[nH]c2ccccc12)Cc1ccc(C(F)(F)F)cc1	-5	-1	28
CCn1cc(CN(C)C(=O)c2ccc3cccc(F)c3n2)cn1	nt	-4	17

(cont.)
SMILES	mcGAS inh	hcGAS lum	NPYLR7 ag
CC1(C)CC2CC(C)(CN2C(=O)c2cc(-c3ccco3)nn2-c2cccc([N+](=O)[O-])c2)C1 (stereo not drawn)	0	-2	-5
CCc1ccccc1OC1CN(C(=O)c2nnc(CN(C)C)o2)C1	nt	-10	2
O=c1c2ccccc2nc(-c2cc(C(F)(F)F)ccc2F)n1Cc1ccccc1	-7	-5	6
Cc1ccsc1C(=O)N(C)CC1CCCN(CCc2ccc(Cl)cc2)C1 (stereo not drawn)	nt	-6	14
COc1ccccc1N1CCN(c2ncnc3sc4c(c23)CCCC4)CC1	1	1	0
COCCN(CCC(=O)N1CCOCC1)c1nc(-c2cccs2)nc2ccccc12	-8	-8	-3
Cc1ccc(CS(=O)(=O)NCC(c2ccsc2)N(C)C)cc1 (stereo not drawn)	-8	-7	6
COC(=O)Cn1c(=O)c2c(nc3n2CCN3c2ccc(C)cc2)n(C)c1=O	nt	-8	0
CNC(=O)Cn1cc(NC(=O)C2CC2c2ccc(C)s2)cn1 (stereo not drawn)	nt	-9	-13
CCCN(CC(=O)NC)S(=O)(=O)c1c(C)noc1C	-15	-7	13
COc1ccc(OC)c(C2SCC(=O)N(CC(=O)NCC3CCCO3)c3c2c(-c2ccccc2)nn3C(C)(C)C)c1 (stereo not drawn)	-6	-2	18
CCCCN(CC(=O)N(CCc1ccc(OC)c(OC)c1)Cc1cccs1)S(=O)(=O)c1ccc(Cl)c([N+](=O)[O-])c1	-6	-10	16
COc1cc(/C=C/CN2CCC(N3CCC(C(=O)NC4CC4)CC3)CC2)ccc1O	nt	-7	2
COCCN(CC(=O)N(CCc1c[nH]c2ccccc12)Cc1ccc(OC)c(OC)c1)S(=O)(=O)c1cc(Cl)ccc1Cl	-6	-5	nt
Cn1nc(C2CC2)cc1NC(=O)NCCSC1CCCCC1	-7	-14	nt
COc1cccc(-n2c(SCc3ccccc3Cl)nc3c(c2=O)SCC3)c1	-7	-10	-4
C=c1occc1=C1NN=C(SCC(=O)N(C)C(C)c2ccccc2)O1 (stereo not drawn)	nt	-3	20
Cc1ccc(C(C)NS(=O)(=O)N2CCCCCC2)o1 (stereo not drawn)	nt	-11	-17
Cc1cccc(NC(=O)c2ccccc2SC(F)F)n1	-5	-10	19
COc1ccc(Br)cc1S(=O)(=O)N1CCCN(Cc2cc(=O)c(OCc3ccc(SC)cc3)co2)CC1	-4	-6	19
COc1cc2c(cc1OC)CN(C(=O)CC1C(=O)NCCN1Cc1ccccn1)CC2 (stereo not drawn)	nt	-7	22
O=C(N1CCCCC1)C1(CCO)CC12CCOCC2 (stereo not drawn)	-6	-12	nt
Cc1cc2cccc(C(=O)N3CCC(Cn4cc(CO)nn4)CC3)c2o1	1	3	-21
Cc1c(C)n2c3c(=O)n(Cc4ccccc4F)c(=O)n(C)c3nc2n1CC(C)C	nt	6	-4
Cc1ccnc(SCc2cn3c(C)cccc3n2)n1	nt	-14	-3

(list continues)
SMILES	mcGAS inh	hcGAS lum	NPYLR7 ag
Cc1nc(CN(Cc2ccc3c(C)cc(=O)oc3c2)C(C)C)no1	-14	-2	-7
O=C(c1cccnn1)N1CCc2[nH]nc(-c3ccc(-c4ccccc4)cc3)c2C1	nt	-7	-1
Cn1nc(C2CCN(C(=O)C3COCCN3)CC2)n(-c2ccccc2)c1=O (stereo not drawn)	-19	-7	24
CN(C)CCNC(=O)c1c(O)c2c([nH]c1=O)CCCC2	nt	-13	28
Cc1ccc(S(C)(=O)=O)cc1N1C(O)c2ccccc2S1(=O)=O (stereo not drawn)	nt	2&-5	-1&7
COc1cc(C2NC(=O)NC(C)=C2C(=O)OC2CCC(C)CC2)ccc1O (stereo not drawn)	-4	-7	-3
Cc1ccc(NC(=O)CN2CC(C)SC2=NC2CCCCC2)cc1 (stereo not drawn)	nt	-7	1
CS(=O)(=O)NCCn1nc(-c2ccco2)ccc1=O	-6	2	-3
O=C(NC1CCCCC1)c1cccnc1-n1cccn1	4	3	2
CC(OC(=O)c1cccc(Cl)c1Cl)C(N)=O (stereo not drawn)	nt	-10	4
CNC(=O)C(C)CN(C)C(=O)Nc1ccccc1N(C)C1CCCC1 (stereo not drawn)	nt	2	9
CCS(=O)CCc1nc(CC(C)C)nn1-c1ccc2c(c1)OCCO2 (stereo not drawn)	nt	-9	12
S=c1[nH]nc(Cc2csc(-c3ccccc3)n2)n1CC1CCCO1 (stereo not drawn)	nt	-12	11
COc1ccc(CCN(C)C(=O)c2cccc(SC(F)F)c2)cc1OC	nt	-2	-9
Cc1c(C(=O)N2CCN(C(=O)c3ccccc3Cl)CC2)cc(-c2ccccc2)n1-c1ccccc1Cl	1	5	-11
COc1cccc(CNC(=O)C(=O)NCCC2CCCCN2S(=O)(=O)c2ccc(F)c(C)c2)c1 (stereo not drawn)	nt	-9	12
COc1ccc(-n2cnnn2)c(OC)c1	nt	-2	1
O=C(CCC1CCN(C(=O)C2CCCO2)CC1)N1CCN(c2ccccc2)CC1 (stereo not drawn)	-1	3	5
Cc1ccc(NC(=O)Cn2c(-n3nc(C)cc3C)nc3c(c2=O)CCCC3)cc1	-7	-3	-4
Cc1ccc(C)c(OCC(=O)N2CCCCC2CCO)c1C (stereo not drawn)	nt	-4	0
Cc1c(C(=O)NCc2cccc(Cl)c2)sc(=O)n1CCC#N	nt	-6	8
COc1ccc(CN(C)C(=O)Nc2ccc(C)c(NC(C)=O)c2C)cc1O	-17	-7	4
O=C(NCc1ccco1)c1nn(-c2ccccc2F)c(=O)n(Cc2cccc(Cl)c2)c1=O	-7	-2	17
O=C(CCc1ccc(O)c(O)c1)NNC(=S)Nc1ccccc1C(F)(F)F	nt	-3	-14
C=C(C)CN1CCN(c2nc3c(c(=O)[nH]c(=O)n3C)n2CCc2ccccc2)CC1	nt	-10	0
O=C(CN(CC1CCCO1)C(=O)c1ccc(-c2ccccc2)cc1)N(Cc1ccc2c(c1)OCO2)Cc1ccco1 (stereo not drawn)	-6	-17	-8
C=CCOC(=O)C1=CS(=O)(=O)c2ccccc21	nt	-5	12
CCOc1ccc(SCC(=O)Nc2ccc(-n3cnnn3)cc2)cc1	nt	-6	8
Cn1cnnc1SCc1cc(=O)c(OCc2ccc(Cl)cc2)co1	nt	-11	10

In another format: results already given
SMILES,mcGAS inh,hcGAS lum,NPYLR7 ag
O=C(c1cccnn1)N1CCc2[nH]nc(-c3ccc(-c4ccccc4)cc3)c2C1,nt,-7,-1
CS(=O)(=O)NCCn1nc(-c2ccco2)ccc1=O,-6,2,-3
